Assay outcomes deposited in PubChem BioAssay by Sanford-Burnham Center for Chemical Genomics.
Scp1 inh – inhibitors of human Scp-1 phosphatase; Recombinant Scp1, phosphopeptide, malachite green phosphate absorbance; inhibition, % at 20 µM; 0.88% of 340,000 active; AID 493091;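 active = inhibition above about 50% at 20 µM, limit read from the data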;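 also: plate controls were DMSO wells with enzyme for no effect and wells lacking enzyme for full effect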
Target sequence (Q9GZU7 76-261 limits assumed): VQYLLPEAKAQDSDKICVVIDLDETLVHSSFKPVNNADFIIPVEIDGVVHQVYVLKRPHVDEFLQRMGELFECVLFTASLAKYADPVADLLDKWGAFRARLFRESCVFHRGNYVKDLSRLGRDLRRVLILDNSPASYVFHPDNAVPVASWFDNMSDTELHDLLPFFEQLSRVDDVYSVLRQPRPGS
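Material – SCP-1 phosphatase catalytic domain, residues 76-261 · Buffer or medium – Acidic Tris acetate buffer with magnesium and detergent · Also added – Phospho 17-mer peptide substrate · Compound – single 20 µM dose, 1% DMSO · Times – 45 min room-temperature reaction, 5 min colour, 30 min stabiliser · Technique – Phosphate-binding colour reagent, absorbance read at 630 nm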
MT1-MMP act inh – MT1-MMP (human) activation inhibition; HT1080 RFP-PRO-GFP cells, GFP/RFP ratio fluorescence, overnight; percent of plate control window, DMSO zero; P50281; 0.061% of 360,000 active; GFP/RFP ratio change, % at 20 µM;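 active = GFP/RFP ratio change of at least 30% with cell ATP level not reduced by more than half and red fluorescence within 50% of control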; also: strong numbers were not always called active
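system = RFP-PRO-GFP reporter HT1080 cells | dosing = 20 µM single dose, 1% DMSO | timing = overnight cell settling, then overnight compound exposure, 37 °C, 5% CO2 | read-out basis = GFP/RFP fluorescence ratio | controls = DMSO and RFP-L50D-GFP cell wells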
SKN-1 block – inhibitors of C. elegans SKN-1. C. elegans VP596 Pgst-4::GFP/RFP ratio, acrylamide-induced, 24 h. inhibition, % at 21.8 µM. 0.49% of 360,000 active. AID 624304;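 active = interference check ratio from 0.5 to 1.5 plus GFP to RFP signal ratio inhibition reaching or exceeding a fixed threshold, cut at about 30% in these data, passing the limit was not always enough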; also: some compounds called inactive have numbers as strong as hits
SUMO1 PPI mod – SUMO1-SIM interaction modulation | SUMO1 binding to a labelled peptide, TR-FRET, 1 h | 0.33% of 360,000 active | inhibition, % at 20 µM; in the data active = inhibition above about 37%
Target sequence (P63165 whole entry, looked up): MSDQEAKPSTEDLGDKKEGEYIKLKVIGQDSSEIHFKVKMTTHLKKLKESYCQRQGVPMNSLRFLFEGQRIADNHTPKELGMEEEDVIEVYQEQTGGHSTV
DNMT1 inh – blocks human DNA methyltransferase DNMT1; P26358; 0.83% of 360,000 active; inhibition (reported as % activation of signal), % at 10 µM; AID 588458; DNMT1 molecular beacon, Hinp1I cleavage, fluorescence; in the data active = inhibition above about 50%
LMPTP inh – blocks human LMPTP phosphatase; inhibition, % at 20 µM; 0.22% of 360,000 active; P24666; recombinant LMPTP-A, OMFP fluorogenic substrate, fluorescence intensity;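 active = compounds that cut the enzyme signal by at least half of the control window in the single-dose screen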;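 also: plate controls were DMSO wells with enzyme plus substrate for no effect and substrate without enzyme for full effect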
Target sequence (P24666 whole entry, looked up): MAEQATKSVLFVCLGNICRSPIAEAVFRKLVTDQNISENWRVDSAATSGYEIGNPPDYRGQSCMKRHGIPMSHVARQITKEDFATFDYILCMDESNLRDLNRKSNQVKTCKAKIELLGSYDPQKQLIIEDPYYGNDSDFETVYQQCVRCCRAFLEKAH
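Buffer or medium: Bis-Tris pH 6.0, DTT, detergent; Assay system: LMPTP-A enzyme; Quantity: 0.625 nM enzyme; Detection: endpoint fluorescence intensity; Times: 50 min dark incubation at room temperature; Controls: substrate-only low control, DMSO enzyme-plus-substrate high control; Doses: single 20 µM dose; Read-out: percent inhibition versus substrate-only and uninhibited controls; Reagent: 400 µM OMFP.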
STEP inh – inhibitors of human striatal-enriched phosphatase STEP | P54829 | recombinant STEP, OMFP fluorogenic substrate, fluorescence | inhibition, % at 20 µM | 0.25% of 360,000 active | AID 588621;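 active = inhibition at 20 µM, scaled per plate between control wells, above about 37%, limit read from the data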;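 also: 0% = DMSO with enzyme and substrate and 100% = substrate only without enzyme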
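System: STEP (striatal-enriched tyrosine phosphatase) enzyme, cell-free; medium: Bis-Tris pH 6.0 buffer with DTT, detergent; dosing: 20 µM, 1% DMSO; times: reaction 20 min, ambient temperature; detection: fluorescence, 480/540 nm; read-out basis: normalized % inhibition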
NRP1-CendR mod – NRP-1/CendR interaction modulation; FAM-RPARPAR peptide binding to NRP-1, fluorescence polarization; inhibition, % at 25 µM; AID 602438; 0.85% of 360,000 active; O14786;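 active = inhibition or corrected inhibition above about 18%, plus a signal ratio from 0.5 to 1.5, limit read from the data, passing the limit was not always enough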; also: strong numbers were not always called active
NadD block – inhibitors of Staphylococcus aureus NadD; purified NadD enzyme, colorimetric absorbance read-out; inhibition, % at 20 µM; 0.78% of 360,000 active; in the data active = inhibition above about 26%; also: some compounds past the cut are filed as inactive
Rpn11 inh – inhibitors of human proteasome Rpn11 | calls only at 20 µM | human 26S proteasome, Ub4-pepOG fluorescence polarization; 20S core pre-blocked with epoxomicin | O00487 | 0.59% of 360,000 active;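 active = inhibition at 20 µM, scaled to each plate's controls, above about 33%, limit read from the data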
Target sequence (O00487 whole entry, looked up): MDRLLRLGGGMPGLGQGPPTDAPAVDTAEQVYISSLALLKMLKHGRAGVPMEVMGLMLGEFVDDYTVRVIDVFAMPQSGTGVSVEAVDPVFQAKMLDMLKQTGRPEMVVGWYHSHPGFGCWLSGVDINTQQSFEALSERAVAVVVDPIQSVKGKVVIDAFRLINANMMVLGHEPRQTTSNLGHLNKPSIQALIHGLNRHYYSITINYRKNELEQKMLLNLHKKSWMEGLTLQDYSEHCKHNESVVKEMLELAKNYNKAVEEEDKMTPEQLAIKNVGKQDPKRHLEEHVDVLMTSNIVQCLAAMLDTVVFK
* marks the source's active call; other numbers are inactive results; i = inactive; / = not tested or not shown; + = active, no number.

SMILES	Scp1 inh	MT1-MMP act inh	SKN-1 block	SUMO1 PPI mod	DNMT1 inh	LMPTP inh	STEP inh	NRP1-CendR mod	NadD block	Rpn11 inh
CC(=O)c1ccc(OCCCC(=O)NNC(=O)c2ccccn2)cc1	-4	1	4	-3	4	-1.4	-5	12	1	i
O=C(O)/C=C/C(=O)N1CCN(S(=O)(=O)c2cccc(C(F)(F)F)c2)CC1	-11	2	-7	0	2	-1.7	-4	0	-2	i
Cc1cc(Br)c(NC(=O)CN(C)CCOc2ccccc2)c(Br)c1	-3	-2	-15	-1	3	-0.7	2	-7	-6	i
CNC(=O)N(C1=NCC(C)(C)S1)c1ccc(F)c(Cl)c1	-5	1	-2	2	0	0.0	0	0	-3	i
COC(=O)Cc1csc(Nc2c(C)n(C)n(-c3ccccc3)c2=O)n1	-3	-2	-9	1	3	-1.3	3	-16	-2	i
CCCN1C(=O)/C(=C/C=C2\N(CC)c3ccccc3C2(C)C)SC1=S	-9	-30	78	-39	3	15	-107	124	1	/
Cc1cc2oc(=O)cc(-c3ccccc3)c2c(C)c1-c1ccc(O)cc1	-4	-8	-3	4	-22	1.5	0	-3	-3	i
O=C(CNC(=O)C12CC3CC(CC(C3)C1)C2)N1CCN(S(=O)(=O)/C=C/c2ccccc2)CC1	-2	2	-6	2	3	-1.3	5	-5	-7	i
FC(F)(F)c1cccnc1N1CCN(c2ncnc3nc[nH]c23)CC1	-3	0	-5	7	-4	-2.8	0	-4	0	i
C=CCN1C(=O)C(Cc2ccc(OC)cc2)S/C1=N/N=C/c1ccco1 (stereo not drawn)	-7	5	1	1	-2	0.1	3	-3	-3	i
O=C1CN(C(=O)COc2ccc(Br)cc2F)c2ccccc2N1	-1	4	6	1	-2	-0.8	-1	2	-3	i
CCCN(CCC)C(=O)Nc1cc(Cl)ccc1OC	-7	-5	1	-9	-1	0.0	-1	1	-3	i
Cc1cc(Cl)ccc1NC(=O)/C=N/O	-5	-1	0	4	0	-0.4	1	5	-3	i
O=C(NCCc1ccccc1)c1ccc2c(c1)S(=O)(=O)c1cc(Cl)ccc1C2=O	-12	1	8	-29	-11	0.8	0	21	-8	i
CCOC(=O)COn1c(=O)c(-c2ccc(OC)cc2)[n+]([O-])c2ccccc21	-12	3	12	-29	1	-1.6	-1	4	-5	i
CC(=O)NC1=C(C#N)C(c2ccccc2)c2c(ccc3ccccc23)O1 (stereo not drawn)	-7	-11	27	-5	-6	3.0	1	0	2	i
COc1c(C)cc(C(=O)C2CCCN(C(=O)c3cc(C)nc(C)n3)C2)cc1C (stereo not drawn)	-2	-2	10	-2	3	-0.1	0	7	7	i
Cc1cc(S(=O)(=O)N2CCN(c3ccc(F)cc3)CC2)c(C)s1	-1	-1	2	3	-2	1.6	-1	17	0	i
CC(=O)Nc1ccc(NC(=O)CNC(=O)COc2ccccc2)cc1	-9	-5	-11	0	-3	-0.1	2	-7	5	i
COC(=O)c1ccc(NC(=O)C2CCCN2S(=O)(=O)c2ccc(C)cc2)cc1 (stereo not drawn)	-7	6	4	-4	0	-0.5	-1	-5	1	i
COCCNc1nc(C(C)(C)C)nc2c1nnn2Cc1ccccc1Cl	6	5	-3	2	2	2.5	-1	1	3	i
O=C1NC(Nc2ccccn2)(C(F)(F)F)C(=O)N1c1ccc(F)cc1 (stereo not drawn)	-1	0	-18	-1	5	-0.3	-1	8	1	i
O=C(Nc1ccc2[nH]c(=O)[nH]c2c1)c1ccc(Br)o1	-8	0	11	1	-2	0.7	-1	5	1	i
Cn1c(N)c(C(=O)COC(=O)CCc2c[nH]c3ccccc23)c(=O)n(C)c1=O	-10	3	-13	4	0	1.2	17	2	-11	i
O=C(CN1C(=O)NC2(CCc3ccccc32)C1=O)c1ccc(Br)s1 (stereo not drawn)	-13	-2	-3	-9	-3	0.0	-1	-14	6	i
CCN(CC)CCN1C(=O)C(=O)/C(=C(/O)c2c(C)[nH]c(C(=O)OC)c2C)C1c1cccs1 (stereo not drawn)	-18	-4	7	-1	-6	-0.5	1	7	-2	i
C=CCN(c1ccccc1)S(=O)(=O)c1cccc(C(=O)OCC(=O)NCCOC)c1	-5	1	-2	-1	0	-1.4	0	-8	-12	i
C=CCN(c1ccc(C(=O)NCCc2ccccc2)cc1)S(C)(=O)=O	-1	9	-11	-1	3	-0.1	-4	-6	-5	i
CCCNC(=O)C(Cc1cccc(OC)c1)NC(=O)c1ccc(C#N)cc1 (stereo not drawn)	-3	1	29	5	46	-1.1	-4	3	-10	i
O=C(NCc1ccccc1)/C(=N\O)c1ccccc1	-3	-1	1	5	2	0.4	0	14	-1	i
COc1ccc(/C(O)=C2\C(=O)C(=O)N(CC3CCCO3)C2c2cc(OC)ccc2OC)cc1 (stereo not drawn)	-3	-2	-9	-3	-1	0.2	0	-1	7	i
CC(=O)c1cccc(Nc2nc(-c3ccccc3)cs2)c1	2	-2	-1	-5	-11	2.8	-1	1	0	i
Cc1cc(NC(=O)c2cc3n(n2)C(C(F)(F)F)CC(c2ccc(Cl)c(Cl)c2)N3)no1 (stereo not drawn)	-4	0	18	3	-7	0.9	-2	-13	3	i
O=C(N/N=C/c1cccc(F)c1)c1cc(-c2ccco2)nc2ccccc12	81*	-12	26	22	97*	56*	16	-22	52*	i
C=CCc1cccc2cc(C(=O)Nc3ccc(CC(=O)O)cc3)c(=O)oc12	29	3	5	-4	81*	1.2	8	-8	3	i
CC(c1cccs1)N(C)Cc1nc(CCc2ccccc2)no1 (stereo not drawn)	1	-4	6	-4	2	0.3	1	2	1	i
Cc1cc(=O)oc(C)c1C(=O)Nc1cccc(F)c1	-8	0	4	2	2	0.0	2	2	-3	i
O=C(Nc1ccc(Cl)cn1)c1cccc(S(=O)(=O)N2CCCCC2)c1	-7	3	7	4	6	0.3	1	4	-2	i
O=C(c1cccnc1)c1ncc(C(F)(F)F)cc1Cl	-7	5	11	-3	0	-1.8	0	0	1	i
COc1ccccc1Cn1c(C)c(C(=O)NCc2ccc3c(c2)OCCO3)sc1=O	/	5	6	2	-7	0.3	4	-14	-3	i
CCn1c(C)cc2c(c1=O)C(c1ccncc1)C(C#N)=C(N)O2 (stereo not drawn)	-7	4	12	3	-1	-1.4	-2	-13	1	i
Cc1cccc(NC(=O)COC(=O)c2ccccc2-c2nc3ccccc3s2)c1C	-9	-5	6	-1	0	1.1	3	4	-8	i
O=C(c1ccc(S(=O)(=O)N2CCCC2)cc1)N(c1ccccc1)C1C=CS(=O)(=O)C1 (stereo not drawn)	4	-1	3	4	1	-1.2	3	4	0	i
CC(C)(C)N1C(=O)c2ccc(C(=O)Nc3nccs3)cc2C1=O	5	2	-2	-18	4	0.8	0	2	-1	i
COc1ccc(OC)c(NC(=O)COC(=O)COc2c(Cl)cc(Cl)c3ccc(C)nc23)c1	1	0	-12	-3	12	16	8	4	1	i
COCC(=O)Nc1cc(C)c2c(=O)oc3ccccc3c2n1	13	3	12	1	7	0.4	-3	-28	-3	i
O=C1NC(c2cccc(Cl)c2)Oc2ccccc21 (stereo not drawn)	-8	2	4	-1	3	-2.9	-3	8	-6	i
Cc1ccc(NC(=O)CN(C)C(=O)c2ccc3[nH]c4c(c3c2)CC(C)CC4)cc1 (stereo not drawn)	-9	1	13	-49	-21	-6.6	4	17	11	i
CC(C)CNC(=S)NC1CC2CCCC(C1)N2Cc1cccs1 (stereo not drawn)	-7	11	-2	1	2	-1.3	-4	-10	1	i
O=C(NCCCN1CCCC1=O)c1cc(-c2cccnc2)nc2ccc(Cl)cc12	-9	-3	9	-17	-2	-0.4	-2	-9	11	i

Later entries.
SMILES	Scp1 inh	MT1-MMP act inh	SKN-1 block	SUMO1 PPI mod	DNMT1 inh	LMPTP inh	STEP inh	NRP1-CendR mod	NadD block	Rpn11 inh
CCc1nc2ccc(C(=O)N(C)CC(=O)Nc3ccc(F)c(F)c3F)cc2nc1CC	-5	-2	32	-1	6	-1.0	0	-8	-3	i
CCOc1ccccc1N1CCN(C(=O)c2c(-c3c(F)cccc3Cl)noc2C)CC1	-2	-1	15	2	4	0.2	-1	9	-4	i
O=C(COc1ccc2c(-c3ccccc3)cc(=O)oc2c1)N[C@@H](Cc1c[nH]c2ccc(O)cc12)C(=O)O	15	21	7	2	4	0.7	3	-25	0	i
CC(C)(C)C(=O)O/N=C(\N)Cc1ccc(-c2csnn2)cc1	-6	-2	6	1	4	-0.1	1	-1	-4	i
COc1ccc(CCNC(=O)c2ccc(Cl)cc2Cl)cc1OC	-5	0	-5	2	-4	-0.8	-3	-21	-1	i
CCCOc1cccn2c(N(C)C(=O)c3ccccc3F)c(CC)nc12	/	2	6	1	-4	-1.2	-2	-8	2	i
OCCN(CC(O)Cn1ccc2ccccc21)CC(O)Cn1ccc2ccccc21 (stereo not drawn)	-7	-5	-17	-8	-28	-0.6	-7	-2	5	i
Cc1ccc(/C(O)=C2\C(=O)C(=O)N(CC(C)O)C2c2cccc(F)c2)cc1 (stereo not drawn)	-4	2	-11	5	-2	-2.1	-1	-3	3	i
N#Cc1c(C(F)(F)F)cc(-c2ccco2)nc1SCc1ccncc1	-2	-183	26	-7	-15	4.0	2	-59	14	+
